C diff HTS – C. difficile growth inhibition; actives 0.25% (n = 86,000); growth activity, negative = inhibition, % at 16 µg/mL (by protocol); AID 1259249; Clostridium difficile clinical isolate growth, OD600, 24 h; active compounds read low;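 active means mean growth activity at or below -80% and every replicate also at or below -80%; inconclusive means mean at or below -80% but some replicate above -80%; inactive means mean growth activity above -80%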;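 further: 0% = DMSO wells and -100% = levofloxacin 16 µg/mL wells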
Pf Dd2 growth – P. falciparum Dd2 growth inhibition; SYBR Green, 72 h; active compounds read low; AID 1159554; actives 2.3% (n = 94,000); activity change, % at 10 µM; in the data active means activity change below about -80%; inconclusive means no clear call, values can overlap the other calls
GASC1 inh – inhibitors of human demethylase GASC-1 KDM4C | Q9H3R0 | inhibition, % at 12.5 µM | GST-KDM4C 2-372, H3K9me3 peptide, LANCE TR-FRET | AID 720574 | actives 0.15% (n = 96,000);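 active means mean replicate inhibition above about 25%, with at least 55% of replicates also reaching it, limit read from the data, passing the limit was not always enough; inconclusive means only one of those two conditions met; inactive means neither condition met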
Target sequence (Q9H3R0 2-372 limits assumed): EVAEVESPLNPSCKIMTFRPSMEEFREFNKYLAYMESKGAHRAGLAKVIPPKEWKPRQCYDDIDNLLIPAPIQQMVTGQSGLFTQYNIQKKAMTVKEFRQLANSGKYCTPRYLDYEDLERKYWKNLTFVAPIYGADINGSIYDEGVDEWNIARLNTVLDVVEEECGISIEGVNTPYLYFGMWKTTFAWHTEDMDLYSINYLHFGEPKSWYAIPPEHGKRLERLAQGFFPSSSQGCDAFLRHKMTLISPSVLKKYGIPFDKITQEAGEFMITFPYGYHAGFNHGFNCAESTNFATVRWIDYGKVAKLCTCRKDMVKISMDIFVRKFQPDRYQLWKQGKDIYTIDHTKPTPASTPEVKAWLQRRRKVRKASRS
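Test system – GST-tagged GASC-1 (JMJD2C) catalytic fragment, aa 2-372 · Medium – HEPES buffer, pH 7.5, plus ascorbate · Reagent – H3K9me3 peptide with Fe(II)/2OG · Compound – one test concentration per compound · Timing – 30 min reaction, 60 min detection, RT · Technique – TR-FRET with Eu antibody and ULight streptavidin, EDTA stop · Read-out basis – inhibition from TR-FRET ratio decrease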
Tcruzi prolif – blocks T. cruzi growth in NIH3T3 culture | AID 624255 | actives 5.9% (n = 77,000) | T. cruzi beta-gal in NIH3T3, GalScreen luminescence, 90 h | inhibition, % at 8.34 µM;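 active means mean inhibition above about 93%, with at least 55% of replicates each passing it, limit read from the data, passing the limit was not always enough; inconclusive means only one of those two conditions holds; inactive means neither condition holds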
* marks the source's active call; other numbers are inactive results; ? = inconclusive; . = not tested or not shown; & = joins results of further samples.

| SMILES | C diff HTS | Pf Dd2 growth | GASC1 inh | Tcruzi prolif |
| --- | --- | --- | --- | --- |
| O=C(C[C@@H]1C[C@H]2c3cc(NC(=O)Nc4ccccc4)ccc3O[C@H]2[C@H](CO)O1)NC1CCCC1 | 1 | -2 | 4.3 | 3 |
| CC(C)NC(=O)Nc1ccc2c(c1)CC(=O)N([C@H](C)CO)C[C@H](C)[C@@H](CN(C)Cc1ccccc1)O2 | -10 | -33 | -0.1 | 34 |
| C/C=C/c1ccc([C@H]2[C@@H](CN(C)S(C)(=O)=O)N(C(C)=O)[C@H]2CO)cc1 | -3 | -4 | 1.6 | 12 |
| COc1ccccc1-c1cn(CC[C@H]2CC[C@H](NC(=O)C3CCCC3)[C@@H](CO)O2)nn1 | 8 | -8 | -1.4 | . |
| COc1ccccc1C#Cc1ccc([C@@H]2[C@@H](C#N)N(C(=O)C3CCCCC3)[C@H]2CO)cc1 | 1 | -91* | . | 85 |
| O=C(C[C@@H]1C[C@@H]2c3cc(NC(=O)C4CCC4)ccc3O[C@@H]2[C@H](CO)O1)NCc1ccc(-c2ccccc2)cc1 | 9 | -4 | -4.1 | -10 |
| CC(C)NC(=O)N(C)C[C@H]1Oc2ccc(NC(=O)Nc3ccccc3)cc2CC(=O)N([C@@H](C)CO)C[C@@H]1C | -5 | 14 | 0.4 | . |
| O=C(NCC[C@@H]1CC[C@@H](NS(=O)(=O)Cc2ccccc2)[C@H](CO)O1)C1CCCC1 | -3 | -9 | -1.5 | . |
| CC(C)NC(=O)N1Cc2cc(C(=O)NC3CCC3)nc(-c3cccc(-c4cccnc4)c3)c2[C@H]1CCO | 2 | -35 | 4.7 | . |
| O=C(C[C@H]1CC[C@@H](NC(=O)c2cccc(F)c2)[C@@H](CO)O1)Nc1nccs1 | . | -12 | -0.6 | -24 |
| CO[C@@H](CN(C)C(=O)c1ccc2c(c1)OCO2)[C@@H](C)CN([C@H](C)CO)S(=O)(=O)c1ccc(Cl)cc1 | . | -7 | 3.2 | 51 |
| COc1ccc(NC(=O)Nc2ccc3c(c2)C(=O)N([C@@H](C)CO)C[C@H](C)[C@H](CN(C)S(=O)(=O)c2ccc(F)cc2)OCCCC[C@@H](C)O3)cc1 | 5 | -85* | -3.7 | 60 |
| C[C@H](CO)N1C[C@H](C)[C@H](CN(C)Cc2cccc(F)c2)OCc2ccccc2-c2ccccc2C1=O | 6 | -30 | -0.4 | 69 |
| C[C@H](CO)N1C[C@H](C)[C@H](CN(C)Cc2ccc(C(=O)Nc3ccccc3N)cc2)OCCCC[C@H](C)Oc2ccc(N(C)C)cc2C1=O | 13 | 0 | . | . |
| COCC(=O)N1[C@H](CO)[C@H](c2ccccc2)C12CN(C(=O)c1cccc(F)c1)C2 | -5 | 27 | 0.8 | . |
| C[C@H]1CN([C@@H](C)CO)C(=O)Cc2cc(NC(=O)Nc3ccccc3)ccc2O[C@H]1CN(C)CC1CCCCC1 | -9 | -6 | 0.5 | . |
| Cc1noc(C)c1NC(=O)N(C)C[C@H]1OCc2ccccc2-c2ccccc2C(=O)N([C@H](C)CO)C[C@@H]1C | 6 | 25 | 0.9 | 24 |
| C[C@H](CO)N1C[C@H](C)[C@H](CN(C)S(C)(=O)=O)Oc2c(NS(=O)(=O)c3ccc(Cl)cc3)cccc2C1=O | -1 | 9 | -0.7 | 4 |
| CN(C)CC(=O)Nc1ccc2c(c1)[C@H]1C[C@H](CC(=O)NCc3ccc4c(c3)OCO4)O[C@@H](CO)[C@H]1O2 | -3 | 4 | -2.2 | 60 |
| N#C[C@H]1[C@H](c2ccccc2)[C@@H](CO)N1S(=O)(=O)Cc1ccccc1 | -3 | -12 | -0.8 | 44 |
| CC(=O)N(C)C[C@H]1Oc2ncc(-c3cncnc3)cc2C(=O)N([C@@H](C)CO)C[C@H]1C | -5 | 17 | -0.6 | -7 |
| CCC(=O)N1[C@@H](CO)[C@@H]2c3ccccc3N(C(=O)c3cccc(OC)c3)C[C@@H]21 | 7 | -4 | 0.0 | 44 |
| COc1cccc(S(=O)(=O)N[C@@H]2CC[C@H](CCN)O[C@@H]2CO)c1 | . | -12 | -1.5 | -46 |
| O=C(C[C@H]1C=C[C@H](NS(=O)(=O)c2ccccc2)[C@@H](CO)O1)NCc1ccncn1 | -1 | 10 | 0.1 | -26 |
| Cc1ccc(-c2cnc3c(c2)C(=O)N([C@@H](C)CO)C[C@@H](C)[C@H](CN(C)C(=O)Cc2ccccc2)O3)cc1 | -10 | -14 | -1.9 | -3 |
| O=C(C[C@H]1C=C[C@@H](NC(=O)c2ccncc2)[C@@H](CO)O1)NCC1CC1 | . | 19 | -1.1 | -34 |
| C[C@@H]1CCCCO[C@H](CN(C)C(=O)c2ccccc2)[C@@H](C)CN([C@@H](C)CO)C(=O)c2cc(NC(=O)NC3CCCCC3)ccc2O1 | -2 | -72 | -1.2 | -1 |
| CC(=O)N1CC[C@H]2[C@H](CO)Nc3ccc(-c4ccccc4)cc3[C@H]21 | -16 | 13 | 0.3 | 63 |
| CC(C)CC#Cc1ccc([C@H]2[C@H](CO)N3C(=O)CN(C(=O)c4ccccn4)C[C@@H]23)cc1 | -6 | -32 | 0.5 | . |
| COc1ccc(CNC(=O)c2cc3c(c(-c4cccc(-c5cccc(C#N)c5)c4)n2)[C@@H](CCO)N([S@](=O)C(C)(C)C)C3)cc1 | . | -73 | -7.0 | ? |
| CNC[C@H]1Oc2c(NS(=O)(=O)c3ccccc3)cccc2C(=O)N([C@H](C)CO)C[C@H]1C | -1 | 15 | -0.4 | . |
| O=C(N[C@H]1CC[C@@H](CCNC(=O)C2CC2)O[C@H]1CO)c1ccccn1 | -3 | . | 3.0 | . |

Later entries.
mol,C diff HTS,Pf Dd2 growth,GASC1 inh,Tcruzi prolif
O=C(Nc1ccc(F)cc1)N1CCCCN2[C@@H](CO)[C@H](c3ccc(-c4ccncc4)cc3)[C@@H]2C1,4,-7,-1.9,81
C[C@@H]1CN([C@H](C)CO)C(=O)Cc2cc(NC(=O)CCC(F)(F)F)ccc2O[C@H]1CN(C)C(=O)Nc1ccc(C(F)(F)F)cc1,-8,14,1.0,3
C[C@H](CO)N1C[C@H](C)[C@@H](CN(C)C(=O)CCC(F)(F)F)OCc2cn(nn2)CCCC1=O,2&-2,-7&-8,-2.4,-5&16
O=C(C[C@H]1C[C@H]2c3cc(NC(=O)Cc4ccncc4)ccc3O[C@H]2[C@H](CO)O1)NCc1cccc(F)c1,2,-41,1.2,10
O=C(C[C@@H]1C=C[C@@H](NC(=O)Nc2cc(F)ccc2F)[C@H](CO)O1)Nc1ccc(-c2ccccc2)cc1,0,.,4.6,.
CCCC(=O)Nc1ccc2c(c1)C(=O)N(C)C[C@@H](OC)[C@H](C)CN(Cc1ccccc1F)[C@@H](C)CO2,-1,-58,1.5,46
C[C@H]1CN([C@@H](C)CO)C(=O)c2cccc(NC(=O)Nc3ccccc3)c2O[C@H]1CN(C)Cc1ccc(C(=O)O)cc1,-1,9,0.4,.
COc1cc(CN2CC3(CN(S(=O)(=O)c4cccc(F)c4)C3)c3c([nH]c4cc(OC)ccc34)[C@H]2CO)cc(OC)c1,-10,-54,-0.1,.
CN(C)CC(=O)N[C@@H]1CC[C@@H](CC(=O)NCCN2CCCCC2)O[C@H]1CO,-2,7,-0.4,-52
CCC(=O)Nc1ccc2c(c1)OC[C@@H](C)N(C(=O)CC)C[C@@H](C)[C@@H](OC)CN(C)C2=O,.,.,-0.1,44
O=C(NC1CCCC1)N1CC(=O)N2[C@@H](CO)[C@@H](c3ccc(-c4cccnc4)cc3)[C@@H]2C1,-3,3,0.6,.
CC(C)NC(=O)N(C)C[C@H]1Oc2ccc(NC(=O)Nc3ccc(C(F)(F)F)cc3)cc2C(=O)N([C@H](C)CO)C[C@H]1C,8,2,0.0,-28
C[C@H]1CN([C@@H](C)CO)C(=O)Cc2cc(NC(=O)Nc3ccc(C(F)(F)F)cc3)ccc2O[C@@H]1CN(C)Cc1ccc(C(F)(F)F)cc1,6,8,2.0,34
O=C(C[C@H]1C[C@H]2c3cc(NC(=O)NC4CCCC4)ccc3O[C@H]2[C@@H](CO)O1)NCC1CC1,-2,12,-2.2,-1
O=S(=O)(c1ccccc1)N1CCCCN2[C@H](CO)[C@H](c3ccc(C#Cc4cccnc4)cc3)[C@H]2C1,9,-54,2.8,109*
C[C@H](CO)N1C[C@H](C)[C@H](CN(C)C)Oc2ccc(NC(=O)Nc3ccc4c(c3)OCO4)cc2CC1=O,-6,14,13,.
CO[C@@H]1CC[C@H]2CCOc3c(C#N)cccc3C(=O)N(C)CCCC(=O)N(C)C[C@@H]1O2,.,11,-1.2,16
Cc1noc(C)c1NC(=O)Nc1cccc2c1O[C@@H](CN(C)Cc1ccc(-c3ccccc3)cc1)[C@H](C)CN([C@H](C)CO)C2=O,-11,-46,1.9,97
COc1ccc2c3c([nH]c2c1)[C@H](CO)N(C(=O)CN(C)C)CC31CN(Cc2ccccc2)C1,-2,-46,1.4,.
O=C(C[C@H]1CC[C@@H](NC(=O)CC2CC2)[C@H](CO)O1)NCc1ccccc1,-4,-1,1.7,.
C[C@@H]1CN([C@@H](C)CO)S(=O)(=O)c2ccc(C#CCN(C)C)cc2O[C@H]1CN(C)Cc1ccccn1,-6,-45,2.6,?
COC(=O)C[C@@H]1CC[C@@H]2[C@@H](COc3ccc(NC(=O)c4ccc(C(F)(F)F)cc4)cc3C(=O)N2C)O1,-1,30,0.9,61
CCCNC(=O)N1CC2(CN(Cc3cccc(F)c3)C2)c2c([nH]c3cc(OC)ccc23)[C@@H]1CO,-20,-58,-0.8,.
CC(C)NC(=O)Nc1ccc2c(c1)C(=O)N([C@H](C)CO)C[C@@H](C)[C@@H](CN(C)Cc1ccc(-c3ccccc3)cc1)O2,-14,7,5.5,6

Full records as entered above:
Shown for O=S(=O)(c1ccccc1)N1CCCCN2[C@H](CO)[C@H](c3ccc(C#Cc4cccnc4)cc3)[C@H]2C1 → C diff HTS = 9; Pf Dd2 growth = -54; GASC1 inh = 2.8; Tcruzi prolif = 109*
Shown for COc1ccc2c3c([nH]c2c1)[C@H](CO)N(C(=O)CN(C)C)CC31CN(Cc2ccccc2)C1 → C diff HTS = -2; Pf Dd2 growth = -46; GASC1 inh = 1.4; Tcruzi prolif = .

Further records follow.
mol,C diff HTS,Pf Dd2 growth,GASC1 inh,Tcruzi prolif
Cn1cnc(S(=O)(=O)N[C@H]2CC[C@H](CC(=O)Nc3ccccc3)O[C@H]2CO)c1,0,.,-0.4,.
C[C@H](CO)N1C[C@H](C)[C@H](CN(C)Cc2ccccn2)Oc2ncc(-c3ccc(F)cc3)cc2C1=O,1,.,1.6,-6
CC(=O)N1[C@H](CO)[C@H](c2ccc(-c3ccccc3)cc2)[C@H]1CNC(=O)NC(C)C,-6,15,-0.3,.
COCC#Cc1ccc2c(c1)O[C@@H](CN(C)Cc1ccccc1)[C@@H](C)CN([C@@H](C)CO)S2(=O)=O,2,-57,0.7,91
N#Cc1ccc(-c2ccc([C@@H]3[C@H](CO)N4C(=O)CNC[C@@H]34)cc2)cc1,-1,-24,0.8,.
Cc1noc(C)c1NC(=O)Nc1ccc2c(c1)C(=O)N([C@H](C)CO)C[C@H](C)[C@@H](CN(C)S(=O)(=O)c1ccc(Cl)cc1)OCCCC[C@@H](C)O2,1,-11,.,3
C[C@@H]1CN([C@H](C)CO)C(=O)c2cccc(NS(=O)(=O)c3ccccc3)c2O[C@@H]1CN(C)Cc1ccccc1,-3,-6,9.7,53
COc1ccccc1CNC(=O)C[C@H]1CC[C@H]2[C@@H](COC[C@H](O)CN2Cc2cccc(-c3ccncc3)c2)O1,2&-9,.,-3.4,120*
C[C@H](CO)N1C[C@H](C)[C@@H](CN(C)Cc2ccc(Cl)c(Cl)c2)Oc2c(NC(=O)c3ccc(-c4nccs4)cc3)cccc2C1=O,8,-37,-2.8,94
C[C@H]1CN([C@@H](C)CO)C(=O)c2cccc(NS(=O)(=O)c3ccccc3)c2O[C@@H]1CN(C)Cc1ccc(C(F)(F)F)cc1,7,-8,1.1,19
C/C=C/c1ccc([C@H]2[C@H](CO)N(C(=O)c3cnccn3)C23CN(C(=O)C2CC2)C3)cc1,-3,-6,-0.9,.
CNC(=O)C[C@@H]1CC[C@@H]2[C@@H](COc3ccc(NC(=O)c4ccccc4F)cc3C(=O)N2C)O1,-6,2,-1.3,-36
C[C@H](CO)N1C[C@H](C)[C@@H](CN(C)C(=O)Nc2ccccc2)Oc2c(NC(=O)c3nc4ccccc4s3)cccc2C1=O,0,-23,-2.1,13
CN(C)C(=O)c1cccc(-c2ccc([C@H]3[C@H]4CN(C(=O)Cc5ccccc5)CC(=O)N4[C@H]3CO)cc2)c1,52,13,-1.3,.
